TCR CD3 inh – inhibitors of human TCR-CD3 interaction, primary screen, biochemical, fluorescence, TAMRA-labeled TCR probe; T-cell receptor (TCR); inhibition, % at 9.4 µM; 0.37% of 360,000 active; AID 651800, 2012; in the data active = inhibition above about 19%;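 note: recombinant mutant TCR 2C K166C tagged with TAMRA read by polarization; 0% = receptor in buffer alone and 100% = receptor with positive control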
GC-A act – GC-A stimulated cGMP production enhancers – HEK293 GC-A cells, cGMP TR-FRET, EC30 ANP, primary screen. Atrial natriuretic peptide receptor 1 (Homo sapiens), P16066. 0% at EC30 ANP, 100% saturating ANP. activation, % at 10 µM. 0.14% of 370,000 active. AID 1671463, 2021; in the data active = activation above about 40%
GC-B act – human GC-B receptor activators, primary screen, HEK293 GC-B cells, cGMP TR-FRET, EC30 CNP; Atrial natriuretic peptide receptor 2 (Homo sapiens), P20594; 0.11% of 370,000 active; 0% at EC30 CNP, 100% saturating CNP; activation, % at 10 µM;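 active = activation at 10 µM reaching about 35% in either raw or pattern-adjusted values, limit read from the data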
UHRF1 binding – UHRF1 methylated DNA binding inhibitors, primary screen, counter-screen for MBD2 inhibitor project, biochemical, TR-FRET, human UHRF1, single concentration; inhibition, % at 4.4 µM; UHRF1 binding to methylated oligo; 0.75% of 370,000 active; in the data active = inhibition above about 21%;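 note: UHRF1 SRA domain binding a hemimethylated CpG hairpin DNA probe; 0% = median of test compound wells and 100% = reference inhibitor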
MBD2 DNA inh – inhibitors of MBD2 binding to methylated DNA, primary screen, biochemical, TR-FRET, DNA-binding domain, human; AID 686964, 2013; Methyl-CpG-binding domain protein 2 (Homo sapiens), Q9UBB5; MBD2 binding to methylated oligonucleotide; 0.31% of 370,000 active; inhibition, % at 4.4 µM; in the data active = inhibition above about 13%
Target sequence (Q9UBB5 whole entry, looked up, the tested form may be a part): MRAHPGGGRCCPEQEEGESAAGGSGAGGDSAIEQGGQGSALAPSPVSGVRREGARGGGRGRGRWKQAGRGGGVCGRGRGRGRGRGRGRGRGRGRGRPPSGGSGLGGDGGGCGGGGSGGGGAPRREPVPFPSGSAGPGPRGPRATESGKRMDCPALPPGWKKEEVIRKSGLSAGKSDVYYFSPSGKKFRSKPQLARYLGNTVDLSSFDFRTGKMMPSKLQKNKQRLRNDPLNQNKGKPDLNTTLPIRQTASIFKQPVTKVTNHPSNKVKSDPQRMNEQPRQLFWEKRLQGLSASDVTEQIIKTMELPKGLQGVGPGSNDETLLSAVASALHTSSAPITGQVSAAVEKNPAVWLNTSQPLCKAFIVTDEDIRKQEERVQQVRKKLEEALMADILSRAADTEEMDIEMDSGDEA
mABHD4 FP – ABHD4 inhibitors, primary screen, biochemical, fluorescence polarization, mouse; (Lyso)-N-acylphosphatidylethanolamine lipase (Mus musculus), Q8VD66; purified mABHD4, FP-Rh probe fluorescence polarization; inhibition, % at 8.92 µM; 0.54% of 370,000 active;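 active = inhibition exceeding the mean over every tested compound plus 3 SD, cut at about 30% in these data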;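 note: 0% = plate median of compound wells and 100% = S159A mutant with DMSO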
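System: mouse ABHD4 enzyme, wild type / Medium: HEPES pH 7.0, NaCl, Pluronic buffer / Reagent: FP-Rh activity-based fluorescent probe / Control set: S159A mutant high control, sample median low control / Detection: fluorescence polarization with parallel and perpendicular emission, 525/598 nm / Schedule: 45 min + 60 min at 25 °C / Compound dosing: 8.92 µM, single dose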
rCAG RNA binder – binders of r(CAG) RNA repeats, primary screen, biochemical, fluorescence; r(CAG) RNA repeat, TO-PRO-1 dye displacement fluorescence; 1.3% of 370,000 active; inhibition, % at 3 µM;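 active = inhibition above the plate cutoff, the mean of all test compounds on that plate plus 3 SD, cut at about 35% in these data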;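 note: 0% = DMSO alone and 100% = 100 µM mitoxantrone as full dye displacement; higher means more dye released from RNA so lower well fluorescence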
PRMT1 FP inh – PRMT1 methyltransferase inhibitors, primary screen, biochemical, fluorescence polarization | recombinant PRMT1, activity-based probe fluorescence polarization | Protein arginine N-methyltransferase 1 (Homo sapiens), Q99873 | inhibition, % at 2.79 µM | 1.3% of 370,000 active;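 active = inhibition above about 21% made by adding two undisclosed values, limit read from the data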
SIAE inh – human SIAE inhibitors, primary screen, biochemical, fluorescence polarization, FP-Rh probe, 1536-well HTS; 0.69% of 370,000 active; SIAE FP-Rh probe binding; inhibition, % at 9.66 µM; Sialate O-acetylesterase (Homo sapiens), Q9HAT2;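 active = inhibition above a cutoff: mean of compounds within the control limits plus 3 SD of those, cut at about 17% in these data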;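 note: 0% = plate median of compound wells and 100% = probe without SIAE protein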
Target sequence (Q9HAT2 whole entry, looked up): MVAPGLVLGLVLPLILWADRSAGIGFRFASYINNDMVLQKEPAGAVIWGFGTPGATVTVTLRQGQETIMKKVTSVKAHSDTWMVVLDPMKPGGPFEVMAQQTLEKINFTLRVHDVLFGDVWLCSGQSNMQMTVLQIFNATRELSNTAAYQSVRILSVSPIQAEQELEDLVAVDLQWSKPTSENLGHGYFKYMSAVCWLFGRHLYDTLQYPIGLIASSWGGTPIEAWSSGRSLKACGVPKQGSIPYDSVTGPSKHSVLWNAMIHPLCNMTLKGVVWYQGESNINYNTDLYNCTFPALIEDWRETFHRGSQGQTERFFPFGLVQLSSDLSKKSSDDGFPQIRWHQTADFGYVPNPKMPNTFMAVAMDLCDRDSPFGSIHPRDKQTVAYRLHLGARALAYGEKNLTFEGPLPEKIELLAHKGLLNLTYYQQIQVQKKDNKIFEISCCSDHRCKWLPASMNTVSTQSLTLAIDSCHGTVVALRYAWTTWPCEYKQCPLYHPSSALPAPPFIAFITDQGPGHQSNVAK
HTRA1 inhibitor – HTRA1 serine protease inhibitors, primary screen, biochemical, fluorescence polarization, HTS; Q92743; recombinant HTRA1, FP-rhodamine activity-based probe; inhibition, % at 5.96 µM; 0.5% of 340,000 active; AID 504803, 2011; in the data active = inhibition above about 36%;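 note: 0% = enzyme with DMSO and 100% = wells lacking enzyme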
* hit, by the source's call; . = no result given; + = active, no number. Some of the compounds tested; the hit share may differ from the screen's.

SMILES	TCR CD3 inh	GC-A act	GC-B act	UHRF1 binding	MBD2 DNA inh	mABHD4 FP	rCAG RNA binder	PRMT1 FP inh	SIAE inh	HTRA1 inhibitor
CN(c1cccc(NC(=O)COc2ccccc2)c1)S(C)(=O)=O	-1	6	10	-2	-3	-2	-2	-1	5	-3
O=C(O)CC(Cc1ccc(Br)cc1)C(=O)O (stereo not given)	2	0	0	1	2	-4	1	3	1	0
Cc1cc(C)nc(NS(=O)(=O)c2ccc(NC(=O)c3ccccc3[N+](=O)[O-])cc2)n1	-4	1	-5	2	1	6	4	6	2	-11
COc1cc(N/N=C/c2ccccc2O)ncn1	-9	0	-2	-5	-8	-7	14	-3	-7	5
CCOc1cc(C2C3=C(CC(C)(C)CC3=O)OC3=C2C(=O)CC(C)(C)C3)cc([N+](=O)[O-])c1O	-9	-3	-1	1	-1	-1	1	2	1	1
CN1CCN(CC(O)COc2ccc(OCC(O)CN3CCN(C)CC3)cc2)CC1 (stereo not given)	0	2	4	11	7	-4	-3	-2	-2	3
O=C(CSc1nc2c([nH]c3ccccc32)c(=O)n1-c1ccc(F)cc1)NCc1ccco1	7	4	0	0	-2	-1	6	3	-5	-2
CC(Sc1ccc(S(=O)(=O)N2CCN(C)CC2)cn1)C(=O)NC1CCCC(C)C1C (stereo not given)	2	-3	-3	-2	-3	0	-4	-2	7	-1
CC1Cc2ccccc2N1C(=O)c1ccc(N2CCCCC2)c([N+](=O)[O-])c1 (stereo not given)	7	0	9	0	-3	0	-3	1	6	-7
CC(=O)c1ccc(NC(=O)CSc2ccsc2[N+](=O)[O-])cc1	6	0	4	3	1	3	35*	7	-5	-3
CCCN1CCN(C(=O)Nc2cccc(C(F)(F)F)c2)CC1	7	2	-13	-4	-3	-1	-4	-5	-1	4
Cc1ccc(-c2nnn(CC(=O)N(c3cccc(F)c3)C(C(=O)NC3CCCC3)c3ccncc3)n2)o1 (stereo not given)	7	-8	-13	-1	0	-1	-1	-1	-4	3
O=C(c1ccc[nH]1)N1O[C@@H]2C=C[C@H]1C2	-3	5	-1	-1	-8	-2	4	2	7	0
COc1ccc(C(=O)Nc2cccc(-c3ccc4nncn4n3)c2)cc1	7	-1	3	-1	0	-7	-2	3	-11	-3
CC(OC(=O)CCCc1nc2ccccc2s1)C(=O)NC(N)=O (stereo not given)	1	1	-4	2	2	-5	-4	1	0	9
O=C(Nc1cccc(C(F)(F)F)c1)c1ccc2sc([C@@H]3O[C@H](CO)[C@H](O)[C@H](O)[C@H]3O)nc2c1	-5	2	-1	6	3	-1	1	5	-4	.
Cn1c(=O)oc2cc(S(=O)(=O)N3CCC(C(=O)N4CC=C(c5ccccc5)CC4)CC3)ccc21	5	-2	-2	-5	0	3	2	-1	9	14
CC(NC(=O)c1cn(C)c2ccc(S(=O)(=O)N3CCCC3)cc2c1=O)c1ccc2c(c1)OCCO2 (stereo not given)	2	2	-4	0	2	4	1	-2	-3	2
CNc1nc(-c2ccc3c(c2)CCN3S(=O)(=O)c2ccccc2)c(C)s1	3	3	1	2	3	3	10	0	0	-6
CCOC(=O)N1CCC(=NNc2ccc(S(=O)(=O)N3CCOCC3)cc2[N+](=O)[O-])CC1	2	5	4	-3	-2	9	-1	0	-2	5
Cc1oc(C(C)(C)C)cc1C(=O)Nc1cccc(/C=C/C(=O)O)c1	-1	-3	-3	4	2	-8	27	1	-13	-5
COc1ccc(-c2cc(=O)oc3cc(OCC(=O)c4cccc([N+](=O)[O-])c4)ccc23)cc1	7	3	-3	1	2	-1	8	0	4	.
O=C(Nc1nnc(COc2ccccc2)s1)C1CCN(S(=O)(=O)c2ccc(Cl)cc2)CC1	1	-18	-11	-2	1	9	5	0	-4	-12
O=C(NCCCc1nc2ccccc2[nH]1)c1ccc(F)cc1	1	-1	-2	-1	-3	0	-2	-5	0	-4
Cc1cccnc1NC(=S)NC(=O)/C=C/c1ccco1	12	0	1	-5	-6	28	18	18	12	9
CC(C)(C)c1ccc(OC2=CS(=O)(=O)c3ccccc32)cc1	1	-4	1	1	2	-7	-1	1	-6	-22
S=c1[nH]cc(-c2ccc(Cl)cc2)n1-c1ccccc1	9	-1	-4	-2	-3	0	3	10	4	-3
CC(C(=O)Nc1ccc(S(=O)(=O)N2CCCC2)cc1)N(C)CC(=O)Nc1cccc(F)c1 (stereo not given)	-2	-3	4	-4	3	-5	2	-2	11	-31
O=S(=O)(NCC(O)c1ccccc1)c1ccc(-c2ccccn2)s1 (stereo not given)	-5	4	-1	-2	1	6	-1	0	-5	2
Cc1onc(-c2c(Cl)cccc2Cl)c1C(=O)NC(=S)N1CCOCC1	-13	-1	-1	1	1	7	1	0	1	3
Cc1ccc(S(=O)(=O)N2CC3C(=O)C[C@@H](c4ccccc4)N(S(=O)(=O)c4ccccc4Cl)C3CC2c2ccccc2)cc1 (stereo not given in full)	11	-1	-4	14	-3	-2	13	-3	-7	.
CCCCCCCCCCCCCCCC(O)C[N+](C)(C)CCO (stereo not given)	-5	-18	15	1	-3	38*	7	-2	1	+
Cc1ccc(CO/N=C\Cc2snc(Sc3ncc(C(F)(F)F)cc3Cl)c2C#N)cc1	2	-3	-4	-1	2	8	28	0	-2	-19
Cc1cc(C(=O)CSc2nnnn2C)c(C)n1CCc1ccc(Cl)cc1	-5	-7	-3	0	2	5	0	-1	5	8
O=C(c1ccccc1)N(c1ccccc1)c1nccc2ccccc12	10	-9	-2	0	5	2	2	-2	0	-3
CCOC(=O)Cc1nc(-c2ccc(Cl)cc2)n[nH]1	1	1	3	-1	2	4	-2	0	4	5

Some entries already given, limited to PRMT1 FP inh.
Compound	PRMT1 FP inh
CC(C)(C)c1ccc(OC2=CS(=O)(=O)c3ccccc32)cc1	1
S=c1[nH]cc(-c2ccc(Cl)cc2)n1-c1ccccc1	10
CC(C(=O)Nc1ccc(S(=O)(=O)N2CCCC2)cc1)N(C)CC(=O)Nc1cccc(F)c1 (stereo not given)	-2
O=S(=O)(NCC(O)c1ccccc1)c1ccc(-c2ccccn2)s1 (stereo not given)	0

Further entries
SMILES	TCR CD3 inh	GC-A act	GC-B act	UHRF1 binding	MBD2 DNA inh	mABHD4 FP	rCAG RNA binder	PRMT1 FP inh	SIAE inh	HTRA1 inhibitor
COc1ccc2c(-c3cccnc3)cc(=O)[nH]c2c1	8	2	-1	0	-1	4	6	0	-1	-1
O=C(Nc1ccccc1)c1cc(C2CCCCN2C(=O)c2ccccc2)on1 (stereo not given)	2	-1	1	0	1	5	2	-1	2	.
Cc1ccc(-c2nn(C)c(=O)c3ccccc23)cc1CNC(=O)NC1CCCCC1	-13	-1	-3	0	5	4	0	4	0	-8
Cc1c(C(=O)NCc2ccc(S(N)(=O)=O)cc2)oc2ccc(Cl)cc12	5	-22	-16	-5	-5	-12	4	0	-15	.
CC(C)(CO)NS(=O)(=O)c1ccc2c(c1)Cc1cc(S(=O)(=O)NC(C)(C)CO)ccc1-2	3	0	0	1	-4	-6	8	-1	-7	-5
C=CCn1c(Cc2cccs2)nnc1SCC(=O)NC1CC1	4	-1	-7	1	1	6	-1	1	-3	2
CC(C)CNC(=O)C(=O)Nc1ccc2c(c1)N(S(=O)(=O)c1cccs1)CCC2	-10	4	6	1	2	-1	-1	1	0	-15
CN(C(=O)COC(=O)C1CCN(S(=O)(=O)c2c(Cl)cccc2Cl)CC1)C1CCCCC1	-4	2	5	2	-4	-2	-4	2	-3	-2
CCn1c(C)nc2cc(C(=O)NNC(=S)Nc3ccccc3Cl)ccc21	2	1	1	-3	-4	1	24	-1	14	-3
CC(CCc1ccco1)NC(=O)Cn1ncc2c(=O)oc3ccccc3c21 (stereo not given)	4	-1	-6	0	2	5	4	0	-3	-1
C#CCNC(=O)C[C@H]1C[C@@]2(C(=O)OC)C(=C[C@H](C(C)C)O[C@@H]2C2CC2)N(CCCCCCCC)C1=O	.	1	-9	0	0	-4	2	0	8	.
CCCCCCCCN1C(=O)[C@@H](CC(=O)N2CCCCC2)C[C@@]2(C(=O)OC)C1=C[C@H](C(C)(C)C)O[C@@H]2C	4	-8	-6	-2	4	3	2	5	13	.
Cc1ccsc1C(=O)Nc1ccc(C(=O)O)cc1	4	0	-3	1	3	0	2	1	-4	2
O=C(c1cccc(S(=O)(=O)N2CCCCCC2)c1)N1CCN(c2ccccc2)CC1	10	0	4	-1	-2	-1	-8	-7	17*	-1
CC1=NN(C(=O)c2nn(C)cc2Br)C(O)(C(F)(F)F)C1 (stereo not given)	0	2	1	-1	-5	7	-2	-2	-1	1

Six entries from above, with values under each structure.
Results follow in this order: TCR CD3 inh, GC-A act, GC-B act, UHRF1 binding, MBD2 DNA inh, mABHD4 FP, rCAG RNA binder, PRMT1 FP inh, SIAE inh, HTRA1 inhibitor
CCn1c(C)nc2cc(C(=O)NNC(=S)Nc3ccccc3Cl)ccc21
→ 2, 1, 1, -3, -4, 1, 24, -1, 14, -3
COc1ccc2c(-c3cccnc3)cc(=O)[nH]c2c1
→ 8, 2, -1, 0, -1, 4, 6, 0, -1, -1
Cc1ccsc1C(=O)Nc1ccc(C(=O)O)cc1
→ 4, 0, -3, 1, 3, 0, 2, 1, -4, 2
CCCCCCCCCCCCCCCC(O)C[N+](C)(C)CCO (stereo not given)
→ -5, -18, 15, 1, -3, 38*, 7, -2, 1, +
Cc1ccc(-c2nn(C)c(=O)c3ccccc23)cc1CNC(=O)NC1CCCCC1
→ -13, -1, -3, 0, 5, 4, 0, 4, 0, -8
O=S(=O)(NCC(O)c1ccccc1)c1ccc(-c2ccccn2)s1 (stereo not given)
→ -5, 4, -1, -2, 1, 6, -1, 0, -5, 2
